# High-throughput results from PubChem BioAssay.
# uPA generation: blocks generation of uPA at the cell surface. cell surface uPA generation assay, qHTS. Potency, µM (titrated, usually from 38.3 µM), for inactives: top-dose activity change, negative = inhibition, usual class: inhibitors. actives 0.31% (n = 330,000); active = well fitted inhibition curve with a large enough effect; inconclusive = small, poorly fitted or top-dose-only effect; inactive = no such curve, though single readings can be large or run the other way; tested in mouse RAW 264.7 cells; also: % is scaled to controls: 0 for no effect and ±100 for the full control effect; nearly all actives have a fitted effect of over 55% in size
# p53 reactivation: re-activators of mutant p53. H1299 p53-A138V BP100-luciferase reporter, luminescence, 24 h. Potency, µM (titrated, usually from 92.2 µM), inactives show top-dose activity change, positive = activation, hits mostly activators. actives 0.063% (n = 320,000). AID 504706; also: % of control where 0% means no effect; nearly all actives have a fitted effect of over 45% in size
#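 H1299 (p53-null), stable ts p53-A138V + BP100-Luc; 1000 cells/well, Opti-MEM/10% FBS; cpd 4 pt, 1:5; 24 h, 37 deg C, 5% CO2; detection reagent 10 min RT; luminescence.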
# ELG1 genotox: inducers of genotoxicity in HEK293T ELG1-luciferase cells; AID 504466; Potency, µM (top dose mostly 46 µM), for the others: at the highest dose activity change, positive = activation, usual class: activators; actives 1.3% (n = 330,000); HEK293T ELG1-luciferase reporter, luminescence, 16 h; also: % of control where 0% means no effect; nearly all actives have a fitted effect of over 60% in size
#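 16 hr compound incubation (37 °C, 5% CO2) of HEK293T cells carrying luciferase-tagged ELG1; luciferase then measured by ONE-Glo luminescence after 30 min at RT.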
# BRCA1 expr act: increases BRCA1 expression. MCF7-BRCA1-FFLuc reporter, luminescence, 48 h; response scale: scaled: vehicle 0%, 10 µM genistein 100%. Potency, µM (series often up to 46.1 µM), inactives show top-dose activation, most hits filed as activators. actives 1.1% (n = 380,000); also: nearly all actives have a fitted effect of over 80% in size; some results filed as inactive show a strong effect at the top dose
#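 MCF7 cells carrying a BRCA1-firefly luciferase reporter (2000 cells/well, phenol-red free MEM) were attached for 2 h at 37 °C, then given compounds for 48 h. Luminescence was read 15 min after luciferase reagent; activity normalized to genistein (10 microM) and DMSO.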
# The depositor's hits bear a star; ? = inconclusive. Unless noted, calls follow the shape of the dose curve; as a rule, active = well fitted activation curve with a large enough effect; inconclusive = small, poorly fitted or top-dose-only effect; inactive = no such curve, though single readings can be large or run the other way. Potency is read from the fitted curve at half-maximal effect. This is a subset, so the mix of outcomes need not match the whole.
molecule | uPA generation | p53 reactivation | ELG1 genotox | BRCA1 expr act
Cc1cc(C(=O)NNC(=O)C(CCC(N)=O)NS(=O)(=O)c2ccc(Cl)cc2)c(C)o1 (configuration not stated) | 1% | -3% | 3% | -11%
O=S1(=O)N[C@@H](Cc2ccccc2)COc2cc(Br)ccc21 | -18% | -3% | 0% | -5%
COc1ccc(-c2c(C#Cc3ccsc3)c3cc(-c4ccc(CN5CCOCC5)cc4)ccc3n2C)cc1 | -3% | 1% | 0% | 0%
CCOC(=O)c1ccc(S(=O)(=O)NCCNCc2ccccc2)cc1 | -1% | -6% | 7% | -1%
CN(C)C(=O)CCc1ccc2c3c([nH]c2c1)[C@]1(CCC2CCCC2)[C@@H](C(=O)N2CCOCC2)C[C@H](CC(=O)NCCN2CCOCC2)C(=O)N1CC3 | 13% | -4% | -2% | -2%
O=C(CCC(=O)c1cccs1)NNC(=O)c1cc(Cl)ccc1Cl | -1% | -2% | 0% | -11%
COc1cc(NC(=O)COC(=O)c2ccc([N+](=O)[O-])s2)cc(OC)c1OC | -8% | -3% | -1% | -6%
CCC1(C)NC(=O)N(CC(=O)Nc2cc(C)on2)C1=O (configuration not stated) | -15% | -1% | 0% | -4%
CC(C)(C)OC(=O)NCc1ccc(CNC(=O)c2ncn(Cc3ccccc3)c2C(=O)NCc2ccc(CNC(=O)OC(C)(C)C)cc2)cc1 | 9% | 3% | 3% | 7%
O=C(CSc1ncccn1)Nc1cccc(S(=O)(=O)N2CCOCC2)c1 | 2% | -2% | 3% | -5%
N#Cc1ccccc1COC(=O)c1cccc(S(=O)(=O)N2CCCC2)c1 | -4% | 9% | 1% | -11%
CC1CCCC(NC(=O)COC(=O)c2ccc([N+](=O)[O-])s2)C1C (configuration not stated) | -3% | 1% | 0% | -12%
Cc1ccccc1C(=O)NC(CC(C)C)C(=O)NCC(C)(C)N1CCOCC1 (configuration not stated) | 3% | 7% | 1% | -14%
CC(=O)c1ccc(NC(=O)C(C)OC(=O)/C=C/c2ccco2)cc1 (configuration not stated) | -16% | 15% | ? | -69%
CC#CCN1C=C(C(=O)OCC)C(C)N(Cc2ccc(Br)cc2)S1(=O)=O (configuration not stated) | -13% | 12% | -5% | -7%
C=CC[C@@H](CC(=O)N[C@@H](CO)Cc1ccccc1)C(=O)N[C@H](COC(=O)[C@@H](CC=C)CC(=O)OC(C)(C)C)Cc1ccccc1 | -3% | 0% | 14% | -23%
O=C(COC(=O)Cc1ccccc1F)NCc1ccc(Cl)cc1 | -3% | 7% | 1% | -26%
Cc1ccc(NS(=O)(=O)c2cc(C(=O)N(C)C3CCN(C)CC3)ccc2Cl)cc1Cl | -8% | -6% | 1% | -9%
CC(=O)C[C@@H](O)CC(=O)[C@@H]1OC(=O)CCCCCCCCc2ccccc21 | -3% | -1% | 2% | -5%
CCc1nnc(NC(=O)c2oc3ccc(Br)cc3c2C)s1 | 3% | 21% | 19% | ?
COc1cc(NC(=O)Cn2cnc3c(OCc4ccccc4)ncnc32)cc(OC)c1OC | 14% | -2% | 1% | 0%
COc1ccccc1CNCCS(=O)(=O)NN1CCOCC1 | 7% | -3% | -2% | 23%
CC(C)N(C(=O)[C@H]1C[C@H](CC(=O)NCc2cccc(C(F)(F)F)c2)C(=O)N2CCc3c([nH]c4cc(-c5ccco5)ccc34)[C@]12C)C(C)C | ? | 12% | -6% | -69%
CN(C)c1ccc(/C=C2\Oc3ccc(C#Cc4cccc(N)c4)cc3C2=O)cc1 | -11% | 24% | 8% | 81%
CC(C)(C)OC(=O)C[C@@H]1C/C=C\C[C@H](CC(=O)N(CCO)Cc2ccccc2)C(=O)NC[C@@H](c2ccccc2)OC1=O | 7% | -1% | 2% | -8%
CSc1nc(N)nc2c1ncn2CC(=O)NCC1CCCO1 (configuration not stated) | 10% | 7% | 2% | 13%
COc1cccc(Oc2ccc(C(F)(F)F)cc2NC(=O)CN2C(=O)NC3(CCCC3)C2=O)c1 | -44% | 5% | 7% | -28%
CN(C)CCCNC(=O)C[C@H]1C[C@H](C(=O)N2CCCCC2)[C@@]2(C)c3[nH]c4ccc(Cl)cc4c3CCN2C1=O | 5% | -2% | 5% | -12%
CCOC(=O)C1CCCN(C(=O)CSc2nnc3nc(C)cc(C)n23)C1 (configuration not stated) | 10% | 2% | 1% | -5%
CC[C@]12c3[nH]c4cc(CCC(=O)N(C)C)ccc4c3CCN1C(=O)[C@@H](CC(=O)NCCCOC)C[C@@H]2C(=O)N1CCN(C(=O)C2CC2)CC1 | 14% | 0% | -4% | 12%

# Part of the list above in order of formula weight, low to high:
molecule | uPA generation | p53 reactivation | ELG1 genotox | BRCA1 expr act
O=C(CCC(=O)c1cccs1)NNC(=O)c1cc(Cl)ccc1Cl | -1% | -2% | 0% | -11%
C=CC[C@@H](CC(=O)N[C@@H](CO)Cc1ccccc1)C(=O)N[C@H](COC(=O)[C@@H](CC=C)CC(=O)OC(C)(C)C)Cc1ccccc1 | -3% | 0% | 14% | -23%
CC(C)(C)OC(=O)NCc1ccc(CNC(=O)c2ncn(Cc3ccccc3)c2C(=O)NCc2ccc(CNC(=O)OC(C)(C)C)cc2)cc1 | 9% | 3% | 3% | 7%

# Additional records follow:
molecule | uPA generation | p53 reactivation | ELG1 genotox | BRCA1 expr act
COC(=O)[C@@]1(C)[C@H]2C(=O)N(Cc3ccccc3)C(=O)[C@H]2[C@H]2CN=C(SCc3ccc(C#N)cc3)N21 | 11% | -4% | -1% | -8%
COc1ccc(S(=O)(=O)N2CCc3ccccc32)cc1C(=O)Nc1ccc(NC(C)=O)cc1 | -2% | -7% | 5% | -12%
O=C(OCC(=O)N1CCCCC1)c1ccc(OC(F)(F)F)cc1 | -7% | 6% | 3% | -5%
O=C(COC(=O)/C=C/c1ccc(F)cc1)NCc1ccc2c(c1)OCO2 | -1% | 8% | 1% | 1%
O=C(Nc1cc([N+](=O)[O-])ccc1F)C1CCN(S(=O)(=O)c2cccs2)CC1 | 0% | -15% | -2% | -8%
COC(=O)[C@@]12CCCN1[C@H](c1ccc(-c3ccc4c(c3)OCO4)cc1)[C@H]1C(=O)N(C)C(=O)[C@H]12 | 3% | 0% | -1% | 0%
CN(C)CC(C)(C)CNc1ccc(S(=O)(=O)N2CCCC2)cn1 | 0% | -2% | 1% | -3%
COc1ccc(NC(=O)N(C)C[C@H]2Oc3c(NC(=O)Nc4c(C)noc4C)cccc3C(=O)N([C@H](C)CO)C[C@@H]2C)cc1 | 5% | 0% | -2% | 6%
CCn1c(=O)c(C(=O)CN(C)CC(=O)Nc2cccc(F)c2)c(N)n(Cc2ccccc2)c1=O | -20% | -4% | -7% | -30%
O=C(COC(=O)c1ccc([N+](=O)[O-])cc1)NC12CC3CC(CC(C3)C1)C2 | 8% | -2% | 0% | 2%
CCN(CC)C(=O)[C@H]1CC(CC(=O)NCCN2CCOCC2)C(=O)N2CCc3c([nH]c4ccc(OC)cc34)[C@]12C (some centres not stated) | -4% | 8% | -3% | 7%
CCOc1ccc(C(=O)OCC(=O)NCC2CCCO2)cc1 (configuration not stated) | 3% | -2% | 0% | -7%
COc1cc(C(=O)NCC(c2cccs2)N2CCOCC2)cc(Br)c1OCc1ccccc1 (configuration not stated) | ? | 2% | -11% | -47%
O=C(CNC(=O)c1cccc([N+](=O)[O-])c1)OCCCC(=O)c1ccc(F)cc1 | -1% | 0% | -1% | 0%
CC(=O)Nc1ccc(S(=O)(=O)NCC(=O)NNC(=O)COc2c(C)cccc2C)cc1 | 5% | 1% | 0% | -14%
O=C(NNS(=O)(=O)c1ccccc1Cl)C1COc2ccccc2O1 (configuration not stated) | 8% | -5% | 0% | -18%
CC1CCN(C(=O)COC(=O)/C=C/c2ccc([N+](=O)[O-])cc2)CC1 | -5% | 20% | -3% | 15%
O=C(CNS(=O)(=O)c1ccc(Cl)cc1)N1CCN(c2ccc(F)cc2)CC1 | -3% | -2% | -7% | -8%
O=C(Cn1[nH]c(=O)c2ccccc2c1=O)OCC(=O)c1ccc(F)c(F)c1 | 4% | -2% | -1% | 3%
COc1ccc(S(=O)(=O)N2CCOCC2)cc1NC(=O)C1CC1 | 2% | -4% | 1% | -20%
COc1ccc(NC(=O)CC2SC(N3CCCC3)=NC2=O)cc1Cl (configuration not stated) | 6% | 1% | 2% | -19%
Nc1ncnc2c1ncn2[C@@H]1O[C@H](CNS(=O)(=O)c2cc(S(=O)(=O)c3ccccc3)cs2)[C@@H](O)[C@H]1O | 14% | 6% | 7% | 15%
CCN(C(=O)CSc1ccc2ccccc2n1)C1CCCCC1 | 9% | 2% | 6% | -61%
Cc1ccc(NC(=O)CN(C)C(=O)COC(=O)c2ccc(NC(=O)CC#N)cc2)cc1 | 14% | -1% | 1% | -5%
CC(CCc1ccccc1)NC(=O)COC(=O)c1cccnc1Cl (configuration not stated) | -26% | 5% | 2% | -13%
CCN(C(=O)CSc1ccccn1)C1CCCCC1 | 3% | 4% | 0% | 10%
CCOC(=O)C1CCN(S(=O)(=O)NC[C@H]2O[C@@H](n3cnc4c(N)ncnc43)[C@H](O)[C@@H]2O)C1 (some centres not stated) | 12% | 7% | -4% | 1%
Cc1ccc(NC(=O)COc2ccc(N(C)C(=O)C(C)(C)C)cc2)cc1S(=O)(=O)N1CCCCC1 | ? | 2% | -7% | -47%
COc1ccc(C(=O)NNC(=O)Cc2nc3ccccc3n2C)cc1 | -3% | -2% | -1% | -13%
CN(c1ccccc1)S(=O)(=O)c1cccc(C(=O)NCC(=O)Nc2ccc(F)c(F)c2F)c1 | -16% | -5% | -4% | -14%
N#Cc1cccc(C(=O)Nc2ccc(S(=O)(=O)Nc3nccs3)cc2)c1 | 17% | 5% | 1% | 4%
CC(C)(C)[C@H]1COC(=O)CC/C=C\C[C@H](CC(=O)N(CCO)Cc2ccccc2)C(=O)N1 | 17% | 0% | 3% | 5%
CC(C)NC(=O)N(C)C[C@H]1Oc2ccc(NC(=O)CCN3CCOCC3)cc2C(=O)N([C@H](C)CO)C[C@@H]1C | 10% | 5% | 3% | 1%
C[C@H](CO)N1C[C@H](C)[C@@H](CN(C)S(C)(=O)=O)Oc2c(NC(=O)C3CC3)cccc2C1=O | 0% | -1% | -2% | 3%
Cc1ccc(SCC(=O)NNC(=O)CCS(=O)(=O)c2ccc(C)cc2)cc1 | 9% | 16% | 5% | -2%
CCOC(=O)c1c(C)[nH]c(C)c1C(=O)COC(=O)[C@@H](NC(=O)c1ccco1)C(C)C | 6% | 3% | 2% | 3%
CCn1c(=S)[nH]c2cc(S(=O)(=O)N3CCOCC3)ccc21 | -5% | -14% | ? | -21%
CCc1cccc(C)c1NC(=O)CN1C(=O)NC(C)(CCC(C)C)C1=O (configuration not stated) | 7% | -4% | 5% | 0%
Cn1cc(S(=O)(=O)N2CCCC2)cc1C(=O)O | -8% | 8% | -1% | 4%
O=C(NNC(=O)c1cccc(C(F)(F)F)c1)c1ccc(-n2cnnn2)cc1 | 5% | -5% | 1% | -12%
COc1ccc(C2CC(c3cccc(F)c3)=NN2c2ccc(S(N)(=O)=O)cc2)cc1 (configuration not stated) | ? | -6% | -4% | -29%
Cc1cccc(C(=O)OCC(=O)N2CCN(C(=O)c3ccco3)CC2)c1O | 2% | 1% | 2% | -11%
C=CCC[C@@H](Cc1ccc(F)cc1)C(=O)OC[C@H](Cc1c[nH]c2ccccc12)NC(=O)[C@@H](CC=C)CC(=O)N[C@H](CO)Cc1ccccc1 | -6% | 9% | 2% | 0%
C[C@H]1CN([C@@H](C)CO)C(=O)Cc2cc(NC(=O)CCN3CCOCC3)ccc2O[C@@H]1CN(C)Cc1ccc(Oc2ccccc2)cc1 | -18% | -2% | 1% | -15%
CC(C)c1ccc(NC(=O)COC(=O)CC2CCCC2)cc1 | 1% | 3% | 4% | 15%
CN(C)S(=O)(=O)c1cc(NC(=O)COC(=O)c2nc(Cl)ccc2Cl)ccc1Cl | -1% | -2% | -3% | 0%
CSCc1ccc(C(=O)OCc2nc3ccccc3s2)o1 | 5% | ? | ? | 6%
CCNC(=O)N(C)C[C@H]1N[C@@](CC)(C(=O)OC)[C@H]2C(=O)N(C)C(=O)[C@@H]12 | 29% | -1% | -1% | 13%
COc1cc(/C=C/C(=O)O)cc(S(=O)(=O)Nc2ccccc2C(=O)NCc2ccco2)c1OC | -4% | -5% | 0% | -24%

# Reprinted from the listing, 2 compounds:
molecule | uPA generation | p53 reactivation | ELG1 genotox | BRCA1 expr act
CCNC(=O)N(C)C[C@H]1N[C@@](CC)(C(=O)OC)[C@H]2C(=O)N(C)C(=O)[C@@H]12 | 29% | -1% | -1% | 13%
COc1cc(/C=C/C(=O)O)cc(S(=O)(=O)Nc2ccccc2C(=O)NCc2ccco2)c1OC | -4% | -5% | 0% | -24%
